Diaphorase inh: inhibits diaphorase or chemically oxidizes, flagging diaphorase assay artifacts | diaphorase resazurin-to-resorufin fluorescence, NADH, 16 min; bacterial (C. kluyveri) enzyme, not human | AID 1217 | inhibition, % at 20 µM | hit rate 0.69% among 190,000;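 active = primary screen inhibition at 20 µM above a set limit, cut at about 50% in these data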;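 also: plate controls were DMSO with full reaction for no effect and wells lacking NADH for full effect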
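controls = No-NADH positive control and DMSO neutral control | system = Clostridium kluyveri diaphorase enzyme | timing = reaction incubation of 16 min at room temperature | signal = resorufin fluorescence 544/590 nm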
PMI act satM6P: increases human PMI activity with near-saturating mannose 6-phosphate; activation factor at 20 µM; AID 1216; coupled PMI enzyme assay, resazurin fluorescence, 20 min; hits give high values; 1 = untreated enzyme, 0 = substrate-free blank; P34949; hit rate 0.34% among 190,000;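 active = activation factor of 2 or more at 20 µM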
Target sequence (P34949 whole entry, looked up): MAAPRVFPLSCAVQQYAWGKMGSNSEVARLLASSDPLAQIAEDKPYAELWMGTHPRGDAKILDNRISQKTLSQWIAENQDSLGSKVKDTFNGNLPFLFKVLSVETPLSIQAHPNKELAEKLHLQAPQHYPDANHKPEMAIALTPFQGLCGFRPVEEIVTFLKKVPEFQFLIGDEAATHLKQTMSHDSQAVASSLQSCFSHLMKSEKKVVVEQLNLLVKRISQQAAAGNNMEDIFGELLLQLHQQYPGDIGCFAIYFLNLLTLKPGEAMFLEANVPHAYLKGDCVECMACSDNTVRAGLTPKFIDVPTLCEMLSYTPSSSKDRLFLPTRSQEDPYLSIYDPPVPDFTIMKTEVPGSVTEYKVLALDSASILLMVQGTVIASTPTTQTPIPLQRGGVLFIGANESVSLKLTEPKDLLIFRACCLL
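Technique: Diaphorase-driven resazurin-to-resorufin fluorescence, excitation 544, emission 590 nm | Assay system: Human PMI in coupled enzyme assay | Times: Enzyme reaction with compound 20 min at room temperature | Medium: HEPES-buffered pH 7.4 with magnesium and detergent | Reagent: Mannose-6-phosphate 1.0 mM (near-saturating) plus 0.22 mM NADP+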
L major viab: Leishmania major promastigote growth inhibition; Leishmania major promastigotes, resazurin fluorescence viability; inhibition, % at 10 µM; hit rate 9% among 200,000; AID 1063; in the data active = inhibition above about 50%;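 also: promastigotes grown with compound for 44 hours at 28 °C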
bIAP act: increases bovine intestinal alkaline phosphatase activity | purified bovine IAP, CDP-star luminescence, 30 min; hits give high values; fold of DMSO-control signal, blank-subtracted | activation factor at 20 µM | hit rate 0.17% among 200,000;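 active = activation factor of 2 or more at 20 µM, a signal rise over negative controls twice the positive control's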
PMI activator: phosphomannose isomerase (human) activation. P34949. purified human PMI, coupled resazurin fluorescence, 20 min; hits give high values; 1 = vehicle control, 0 substrate-free wells. activation factor at 20 µM. hit rate 0.005% among 190,000. AID 1214;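 active = activation factor of 2 or more at 20 µM, relative to plate controls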
Diaphorase act: diaphorase activation or chemical reduction counter-screen | Diaphorase/resazurin coupled assay, resorufin fluorescence, 16 min; hits give high values; 1 = vehicle wells, 0 = NADH-free wells | activation factor at 20 µM | hit rate 0.005% among 190,000 | AID 1229;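 active = diaphorase activity raised at least twofold by the compound at 20 µM; inactive = activation factor below 2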
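Assay system: Purified diaphorase enzyme from Clostridium kluyveri | Amount: Enzyme 0.07 U/mL final | Dosing: Compound 20 µM once, DMSO 1% | Timing: 16 min reaction at room temperature | Detection: Fluorescence, excitation 544 nm and emission 590 nm | Evaluation: Higher resorufin formation from activation or reduction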
TNAP inh hiacc: TNAP (human) inhibition, high acceptor; P05186; purified TNAP, CDP-star luminescence, 1 M DEA; inhibition, % at 20 µM; hit rate 0.03% among 200,000; AID 1135;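 active = over 50% inhibition of tissue-nonspecific alkaline phosphatase at 20 µM in the single-dose screen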;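 also: plate controls were DMSO wells for no effect and EDTA-quenched wells as full inhibition for full effect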
Target sequence (P05186 whole entry, looked up): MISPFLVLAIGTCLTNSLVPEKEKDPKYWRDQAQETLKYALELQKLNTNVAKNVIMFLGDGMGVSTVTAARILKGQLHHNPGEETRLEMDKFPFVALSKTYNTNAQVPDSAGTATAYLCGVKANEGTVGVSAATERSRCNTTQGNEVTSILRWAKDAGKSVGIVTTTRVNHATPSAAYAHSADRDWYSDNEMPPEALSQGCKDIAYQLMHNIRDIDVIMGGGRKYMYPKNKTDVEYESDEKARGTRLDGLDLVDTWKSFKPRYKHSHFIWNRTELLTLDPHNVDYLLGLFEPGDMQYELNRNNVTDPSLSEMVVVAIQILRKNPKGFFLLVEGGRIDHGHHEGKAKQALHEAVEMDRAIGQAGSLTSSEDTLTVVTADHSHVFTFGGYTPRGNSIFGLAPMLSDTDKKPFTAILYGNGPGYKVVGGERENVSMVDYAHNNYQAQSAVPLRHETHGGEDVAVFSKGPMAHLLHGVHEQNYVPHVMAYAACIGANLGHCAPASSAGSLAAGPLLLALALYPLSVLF
bIAP inhibitor: blocks bovine intestinal alkaline phosphatase activity; purified bovine IAP, CDP-star luminescence, 30 min; 190,000 tested, under 10 active; AID 1019; inhibition, % at 20 µM;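 active = over 50% inhibition of intestinal alkaline phosphatase at 20 µM in the single-dose screen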
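Incubation: 30 min reaction at room temperature / Material: purified bovine intestinal alkaline phosphatase (IAP) enzyme / Input: enzyme at 1/65,000,000 dilution / Dosing: 20 µM single dose / Signal: CDP-star luminescence signal / Reagent: CDP-star chemiluminescent phosphatase substrate, 30 µM final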
TNAP act hiacc: TNAP (human) activation, high acceptor. P05186. purified TNAP, CDP-star luminescence, 1 M DEA, 30 min; hits give high values; 0 = EDTA background, 1 = DMSO-only activity. activation factor at 20 µM. 200,000 tested, under 10 active. AID 1136;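 active = activation factor at least 2 at 20 µM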
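Test system – human TNAP · Doses – 20 µM single point · Incubation – 30 min, room temperature · Signal – luminescent substrate turnover signal · Read-out basis – activation factor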
TNAP inh noacc: TNAP (human) inhibition, acceptor-free conditions. P05186. purified TNAP, CDP-star luminescence, 30 min. inhibition, % at 20 µM. hit rate 0.26% among 200,000;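 active = tissue-nonspecific alkaline phosphatase inhibition above about 50% at 20 µM in the single-dose screen, limit read from the data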;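 also: 0% = DMSO negative control and 100% = EDTA positive control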
* = called active by the depositor; / = no result given.

No.	SMILES	Diaphorase inh	PMI act satM6P	L major viab	bIAP act	PMI activator	Diaphorase act	TNAP inh hiacc	bIAP inhibitor	TNAP act hiacc	TNAP inh noacc
1	CCN1C(=O)/C(=C/c2ccc3c(c2)CCN3CCCCl)C(=O)NC1=S	34	1.1	100*	1.1	1.2	0.7	10	-6	0.9	40
2	CN(C)S(=O)(=O)c1cc(NC(=O)C[N+]23CCN(CC2)CC3)ccc1Cl	12	0.9	40	1	0.9	0.9	0	2	1	-3
3	CCOC(=O)C(O)(c1ccc(NC(=O)c2ccco2)c(OC)c1)C(F)(F)F (stereo not given)	12	0.9	74*	0.9	0.8	0.9	-2	6	1	-9
4	O=C(CN1CCN(Cc2ccc(Cl)cc2)C1=O)N1CCC2(CC1)OCCO2	4	1	-8	1.4	1	1	-5	-44	1.1	-6
5	CCOCCN1CCC(OC(C)=O)C(C)C1 (stereo not given)	10	1	9	1	1	0.9	-2	2	1	-6
6	O=c1c2ccccc2nc(-c2ccccc2)n1-c1ccc(O)cc1	4	1	14	1	1.1	1	-4	0	1	-2
7	CCN(CC)CC(O)c1ccc(C2CCCC2)cc1 (stereo not given)	4	1.1	94*	0.8	1.1	1	1	19	1	-2
8	O=C(C1CCC(=O)N1Cc1ccc(F)cc1)N1CCC2(CC1)OCCO2 (stereo not given)	9	0.9	-2	1	0.9	0.9	0	-3	1	-4
9	CCc1nnc(NS(=O)(=O)c2ccc(N=Cc3c(O)n(-c4ccc(Cl)cc4)c(=O)[nH]c3=O)cc2)s1	-6	1.7	-8	1.1	1.7	1.1	5	-12	1	-3
10	Cc1c(N=Cc2c(O)n(Cc3ccco3)c(=O)[nH]c2=O)c(=O)n(-c2ccccc2)n1C	25	1	-5	1.2	0.9	0.8	-2	-17	1	21
11	CC(C)CC(NC(=O)C1CCCCC1)C(=O)N1CCC2(CC1)OCCO2 (stereo not given)	1	1.1	4	1	1.1	1	-4	0	1	-10
12	Cn1cc(C(=O)NP(=O)(N2CCOCC2)N2CCOCC2)c2ccccc21	4	1	-3	0.9	1	1	-3	6	1	3

Carrying on.
No.	SMILES	Diaphorase inh	PMI act satM6P	L major viab	bIAP act	PMI activator	Diaphorase act	TNAP inh hiacc	bIAP inhibitor	TNAP act hiacc	TNAP inh noacc
13	CN(C)C(=Nc1ccccc1)P(=S)(N(C)C)N(C)C	-7	1.1	5	0.9	1.1	1.1	-1	5	1	-8
14	CC(C)C/C(=N/O)c1c[nH]c2ccccc12	14	1	0	0.8	1	0.9	-6	22	1.1	-15
15	CCCCn1c(O)c(C(CC)=NCCN2CCOCC2)c(=O)[nH]c1=O	-6	1.6	5	1	1.3	1.1	-9	-3	1.1	-4
16	O=C(Nc1c(F)cc(F)cc1F)c1cccn(Cc2ccccc2)c1=O	15	0.9	4	1	0.9	0.8	-6	-2	1.1	-15
17	OC(Cc1ccccc1)(c1ccccc1)C1CN2CCC1CC2 (stereo not given)	5	1	92*	1	1	0.9	2	5	1	-4
18	Cc1cc(N2CCCCC2)ccc1C=C1C(=O)N(C)C(=S)N(C)C1=O	30	0.8	100*	1	0.9	0.7	3	0	1	-2
19	CC/C(CC(c1ccccc1)c1c(O)c2ccccc2oc1=O)=N\NC(N)=S (stereo not given)	16	1	-7	0.9	1.1	0.8	-7	6	1.1	-9
20	CCOC(=O)COc1ccc2c(c1)c(C(C)=O)c(C)n2Cc1ccccc1	19	1	76*	1	1	0.8	-8	-3	1.1	-16
21	CCOC(=O)C1(CCc2ccccc2)CCN(C2CCSCC2)CC1	2	0.9	88*	1.1	1	1	-4	-11	1	-4
22	O=C1NC(=O)C(=Cc2cc([N+](=O)[O-])ccc2N2CCCCC2)C(=O)N1	26	0.9	97*	0.5	1	0.7	14	/	0.9	10
23	CC1(C)C2CC=C(CN3CCOCC3)C1C2 (stereo not given)	8	0.9	64*	1	0.9	0.9	-1	4	1	-10
24	CC(C)n1c(=O)c(C=Nc2ccc(F)cc2)c(O)n(Cc2ccco2)c1=O	16	1.1	-3	1	1.1	0.8	-1	2	1	-2

Single records, as listed above.
O=C(Nc1c(F)cc(F)cc1F)c1cccn(Cc2ccccc2)c1=O as listed: Diaphorase inh = 15; PMI act satM6P = 0.9; L major viab = 4; bIAP act = 1; PMI activator = 0.9; Diaphorase act = 0.8; TNAP inh hiacc = -6; bIAP inhibitor = -2; TNAP act hiacc = 1.1; TNAP inh noacc = -15
CC1(C)C2CC=C(CN3CCOCC3)C1C2 (stereo not given) as listed: Diaphorase inh = 8; PMI act satM6P = 0.9; L major viab = 64*; bIAP act = 1; PMI activator = 0.9; Diaphorase act = 0.9; TNAP inh hiacc = -1; bIAP inhibitor = 4; TNAP act hiacc = 1; TNAP inh noacc = -10
CN(C)C(=Nc1ccccc1)P(=S)(N(C)C)N(C)C as listed: Diaphorase inh = -7; PMI act satM6P = 1.1; L major viab = 5; bIAP act = 0.9; PMI activator = 1.1; Diaphorase act = 1.1; TNAP inh hiacc = -1; bIAP inhibitor = 5; TNAP act hiacc = 1; TNAP inh noacc = -8

The listing picks up; the 5 compounds before the break are reprinted first.
No.	SMILES	Diaphorase inh	PMI act satM6P	L major viab	bIAP act	PMI activator	Diaphorase act	TNAP inh hiacc	bIAP inhibitor	TNAP act hiacc	TNAP inh noacc
20	CCOC(=O)COc1ccc2c(c1)c(C(C)=O)c(C)n2Cc1ccccc1	19	1	76*	1	1	0.8	-8	-3	1.1	-16
21	CCOC(=O)C1(CCc2ccccc2)CCN(C2CCSCC2)CC1	2	0.9	88*	1.1	1	1	-4	-11	1	-4
22	O=C1NC(=O)C(=Cc2cc([N+](=O)[O-])ccc2N2CCCCC2)C(=O)N1	26	0.9	97*	0.5	1	0.7	14	/	0.9	10
23	CC1(C)C2CC=C(CN3CCOCC3)C1C2 (stereo not given)	8	0.9	64*	1	0.9	0.9	-1	4	1	-10
24	CC(C)n1c(=O)c(C=Nc2ccc(F)cc2)c(O)n(Cc2ccco2)c1=O	16	1.1	-3	1	1.1	0.8	-1	2	1	-2
25	Cc1nn(Cc2ccccc2)c(Cl)c1C(=O)OCC(=O)Nc1cccc2ccccc12	6	1	-3	0.8	1	0.9	-8	19	1.1	-23
26	CC(C)Oc1cc(-n2c(=S)[nH]c3ccccc3c2=O)c(Cl)cc1Cl	16	0.9	5	0.9	0.8	0.8	2	9	1	-3
27	Cc1ccc2c(c1)C1CN(C)CCC1N2C(=O)Cc1cccs1 (stereo not given)	16	0.9	0	1	1	0.8	-4	0	1	-15
28	O=C(c1cc(F)ccc1F)C1CCCN(Cc2cccc(Cl)c2)C1 (stereo not given)	26	0.9	30	0.8	0.8	0.7	-8	18	1.1	-12
29	Cc1nc2ccccn2c1P(=S)(N1CCCCC1)N1CCCCC1	8	1	97*	1	1	0.9	-4	-1	1	-12
30	O=P(OCC(F)(F)C(F)F)(N1CCOCC1)N1CCOCC1	8	1	3	0.9	0.9	0.9	0	8	1	-10
31	CC12CN3CC(C)(CN(C1)C3c1cccs1)C2=O (stereo not given)	8	0.9	-6	1	0.9	0.9	-3	-4	1	4
32	CC(C)(C)C(=O)Cn1c(NCCCl)nc2ccccc21	9	1	8	1.1	1.1	0.9	-1	-12	1	-4
33	COc1ccccc1CN1CCCCC1c1cccnc1 (stereo not given)	1	1	-5	1	1	1	-3	2	1	-14
34	COc1ccc(CCNCc2ccccn2)cc1OC	7	1.1	-5	0.9	1	0.9	-1	11	1	0
35	O=P1(NC2CCCC2)COc2ccccc2OC1	-1	0.9	-3	0.9	0.9	1	-3	6	1	-9
36	CCOC(=O)c1c(C)[nH]c(C(=O)C(Cc2ccccc2)N(C)C)c1C (stereo not given)	12	0.9	99*	1.1	0.8	0.9	-3	-13	1	-3

Screen by screen, quoted from above:
Nos. 25–34 in L major viab: -3, 5, 0, 30, 97*, 3, -6, 8, -5, -5
Nos. 25–34 in Diaphorase act: 0.9, 0.8, 0.8, 0.7, 0.9, 0.9, 0.9, 0.9, 1, 0.9
Nos. 25–34 in TNAP inh hiacc: -8, 2, -4, -8, -4, 0, -3, -1, -3, -1

Following part:
No.	SMILES	Diaphorase inh	PMI act satM6P	L major viab	bIAP act	PMI activator	Diaphorase act	TNAP inh hiacc	bIAP inhibitor	TNAP act hiacc	TNAP inh noacc
37	COc1ccccc1OCC(=O)Nc1ccc(Cl)cc1C(=O)c1ccccc1	22	0.9	-1	0.9	0.8	0.8	-1	15	1	-5
38	CCCCc1nc2ccccc2c(=O)n1-c1ccc(O)cc1	0	1	17	0.9	1	1	2	12	1	-1
39	CCOC(=O)C1SC2(C(F)(F)F)CC1(O)c1c(C)cc(C)nc1O2 (stereo not given)	11	1	-2	1.1	0.9	0.9	-4	-6	1	-18
40	CCOCCCN=Cc1c(O)n(Cc2ccccc2)c(=O)[nH]c1=O	18	1	-2	0.9	1	0.8	-6	10	1.1	-17
41	C=CCn1c(=O)c(C=Nc2cccnc2Cl)c(O)n(CCCC)c1=O	16	1	-4	0.9	1.2	0.8	-1	9	1	-6
42	Cc1ccccc1-n1c(O)c(C=Nc2ccc3c(c2)OCO3)c(=O)[nH]c1=O	10	0.8	11	0.8	1	0.9	-8	18	1.1	-15
43	COc1ccc(CNCC(=O)N2CCC3(CC2)OCCO3)cc1	26	0.9	15	0.9	0.9	0.7	-2	9	1	-10
44	COc1ccc(CCn2c(O)c(C=NC3CC3)c(=O)[nH]c2=O)cc1OC	12	0.9	5	1	1	0.9	-2	-4	1	-3
45	O=C(c1ccc(N2CCCCCC2)c([N+](=O)[O-])c1)N1CCC2(CC1)OCCO2	12	0.8	2	1.1	0.9	0.9	16	-14	0.8	13
46	COC(=O)CSC1=NN1c1cc(C)nc(N)n1	8	1	-6	0.9	1	0.9	-4	6	1	-7
47	CCC(C)(C)n1nnnc1CN1CCC(n2c(C)nc3cc(C(F)(F)F)ccc32)CC1	7	1.1	-7	0.9	1.1	0.9	2	6	1	0
48	O=P(/C(=N/O)N1CCOCC1)(N1CCOCC1)N1CCOCC1	6	1	-3	0.9	1	0.9	-1	11	1	-17
49	CCN1/C(=C\C=C\C2=[N+](CC)c3ccccc3C2(C)C)C(C)(C)c2ccccc21	14	1.2	99*	0.4	1	0.9	38	/	0.6	12

Not all compounds are listed (hit frequency here may not be typical).
